Source: PubChem
CF NFkB inh – blocks PAF-induced NF-kB reporter in cystic fibrosis cells; KKLEB NF-kB-GFP reporter, GFP fluorescence overnight; inhibition, % at 5 µM; hit rate 0.86% among 360,000;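 active means at least 50% inhibition at 5 µM, scaled per plate between neutral and stimulator controls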;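 further: PAF is a Pseudomonas aeruginosa culture filtrate used as stimulus; plate controls were PAF-stimulated DMSO wells for no effect and unstimulated DMSO wells for full effect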
KKLEB tox – reduces viability of KKLEB cystic fibrosis airway cells | activity change (cytotoxicity), % at 5 µM | KKLEB CF airway cells viability, ATPlite luminescence, overnight; active compounds read low; cells stimulated with P. aeruginosa culture filtrate | hit rate 0.36% among 360,000;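 active means corrected activity change at or below -50% at 5 µM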
C8 TRAIL sens – caspase-8 TRAIL sensitization. AID 624354. inhibition (viability loss, TRAIL sensitization), % at 10 µM. hit rate 1% among 360,000. NB7+C8 cells + TRAIL, ATPlite viability luminescence;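 active means compounds causing at least 50% loss of cell viability in the single-dose screen, relative to plate controls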
NR5A2 inv ag – NR5A2 inverse agonism in reporter assay; HEK293T StAR-luciferase reporter, LRH-1 transfected, 24 h; hit rate 0.13% among 360,000; inhibition, % at 3.6 µM; O00482;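 active means inhibition above the mean inhibition of all tested compounds plus 3 SD, cut at about 73% in these data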;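 further: 0% = DMSO wells and 100% = reporter-only cells lacking LRH-1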
NCOA1 inh – human NCOA1 inhibition. Q15788. HEK293 GAL4-SRC1 luciferase reporter, luminescence. inhibition, % at 3.6 µM. hit rate 0.12% among 360,000;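 active means inhibition above the campaign mean plus 3 SD, with each screening campaign given its own cutoff, cut at about 60% in these data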;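 further: 0% = DMSO treated cells and 100% = gossypol at 36 µM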
NR2F2 inh – NR2F2 (human) inhibition, primary screen | hit rate 0.7% among 370,000 | HEK293T NGFI-A luciferase reporter, luminescence | P24468 | AID 686940 | inhibition, % at 8.6 µM;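 active means inhibition above a per-plate cutoff, mean inhibition of test wells between control levels plus 3 SD, cut at about 38% in these data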;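 further: cells cotransfected with COUP-TFII expression vector driving the NGFI-A reporter; 0% = median of COUP-TF2 test wells and 100% = reporter-only cells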
LMP1 NFkB inh – inhibitors of Epstein-Barr LMP1-induced NF-kappaB reporter; LMP1-induced NF-kappaB luciferase reporter cells, luminescence; inhibition, % at 12.5 µM; hit rate 0.69% among 350,000; AID 504558; in the data active means inhibition above about 41%;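 further: 0% = neutral control wells and 100% = reference inhibitor control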
SRC3 inh – human NCOA3 inhibition | Q9Y6Q9 | HEK293 GAL4-SRC3 luciferase reporter, luminescence | inhibition, % at 3.6 µM | hit rate 0.17% among 360,000 | AID 588352;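 active means inhibition above a per-campaign cutoff, the mean of all compounds plus 3 SD, cut at about 60% in these data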;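 further: 0% = DMSO-treated cells and 100% = gossypol-treated cells at 36 µM; higher means less SRC3-driven luciferase light from the GAL4 reporter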
Target sequence (Q9Y6Q9 whole entry, looked up, the tested form may be a part): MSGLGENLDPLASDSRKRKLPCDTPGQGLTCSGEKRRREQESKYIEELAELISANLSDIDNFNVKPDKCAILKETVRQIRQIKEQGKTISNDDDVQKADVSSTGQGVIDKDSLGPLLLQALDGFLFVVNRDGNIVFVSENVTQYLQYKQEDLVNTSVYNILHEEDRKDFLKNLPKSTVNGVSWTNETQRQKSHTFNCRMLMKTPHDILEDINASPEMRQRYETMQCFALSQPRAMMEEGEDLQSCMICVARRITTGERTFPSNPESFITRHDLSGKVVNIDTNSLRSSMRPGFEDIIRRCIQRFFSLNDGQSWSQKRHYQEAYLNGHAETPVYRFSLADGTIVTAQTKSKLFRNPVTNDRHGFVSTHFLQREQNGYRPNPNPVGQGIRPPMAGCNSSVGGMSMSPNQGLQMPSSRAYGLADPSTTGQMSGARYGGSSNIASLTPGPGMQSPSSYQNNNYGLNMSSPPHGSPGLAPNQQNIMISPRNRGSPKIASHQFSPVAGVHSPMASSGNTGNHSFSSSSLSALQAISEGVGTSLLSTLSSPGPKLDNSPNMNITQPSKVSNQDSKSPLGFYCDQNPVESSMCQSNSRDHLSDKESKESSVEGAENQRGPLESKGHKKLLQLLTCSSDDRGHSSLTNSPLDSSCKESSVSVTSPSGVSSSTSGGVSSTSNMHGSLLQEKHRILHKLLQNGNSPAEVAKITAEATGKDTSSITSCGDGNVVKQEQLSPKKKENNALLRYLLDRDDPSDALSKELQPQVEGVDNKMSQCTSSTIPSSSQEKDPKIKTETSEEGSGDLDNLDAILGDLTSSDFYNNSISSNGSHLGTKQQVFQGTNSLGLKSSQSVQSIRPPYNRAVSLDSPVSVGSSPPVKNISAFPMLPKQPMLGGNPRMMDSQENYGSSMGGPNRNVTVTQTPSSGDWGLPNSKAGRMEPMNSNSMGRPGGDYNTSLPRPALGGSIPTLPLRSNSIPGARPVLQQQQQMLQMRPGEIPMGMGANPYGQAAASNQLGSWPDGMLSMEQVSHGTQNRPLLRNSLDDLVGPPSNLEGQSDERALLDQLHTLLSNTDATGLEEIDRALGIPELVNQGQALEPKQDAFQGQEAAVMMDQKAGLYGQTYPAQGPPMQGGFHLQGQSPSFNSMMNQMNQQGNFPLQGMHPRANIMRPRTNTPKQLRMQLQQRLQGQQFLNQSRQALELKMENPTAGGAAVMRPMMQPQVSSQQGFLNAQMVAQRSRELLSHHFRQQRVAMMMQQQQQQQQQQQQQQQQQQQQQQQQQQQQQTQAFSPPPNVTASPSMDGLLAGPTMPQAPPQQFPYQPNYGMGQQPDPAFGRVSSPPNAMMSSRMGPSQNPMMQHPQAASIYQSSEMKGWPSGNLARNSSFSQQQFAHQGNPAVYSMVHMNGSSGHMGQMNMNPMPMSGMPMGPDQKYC
TROY signal inh – inhibitors of TROY-dependent NF-kB signaling; Q293 LMP1-TROYcd NF-kB luciferase reporter, 4 h; inhibition, % at 10 µM; hit rate 0.98% among 360,000;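 active means compounds whose plate-normalised and pattern-corrected inhibition of the luciferase reporter signal at the single screening dose is 50% or more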
Shn3 inh set2 – inhibitors of Schnurri-3 3'UTR reporter in osteoblasts; Clone20 osteoblast Shn3 3'UTR firefly luciferase, 24 h; inhibition, % at 12.5 µM; hit rate 0.52% among 360,000;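 active means mean inhibition of at least 75% with every replicate also reaching 75%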;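 further: 0% = median of neutral control wells and 100% = pilot-screen positive control compound; some compounds past the cut are filed as inactive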
TWEAK-Fn14 inh – TWEAK-Fn14 signaling inhibition; TWEAK-stimulated Fn14 reporter cells, luciferase luminescence, 8 h; inhibition, % at 10 µM; hit rate 2% among 360,000; AID 1159606; in the data active means inhibition above about 50%
The depositor's hits bear a star; x = no result given. Some of the compounds tested; the hit share may differ from the screen's.

SMILES	CF NFkB inh	KKLEB tox	C8 TRAIL sens	NR5A2 inv ag	NCOA1 inh	NR2F2 inh	LMP1 NFkB inh	SRC3 inh	TROY signal inh	Shn3 inh set2	TWEAK-Fn14 inh
Cc1c(NC(=O)C(C)OC(=O)c2c3c(nc4ccccc24)CCC(C)C3)c(=O)n(-c2ccccc2)n1C (stereo unspecified)	6	-1	9	0	9	-6	1	7	11	8	31
O=C(COC(=O)c1cc(=O)[nH]c(=O)[nH]1)Nc1cccc(S(=O)(=O)N2CCOCC2)c1	-11	2	2	-8	-2	-7	2	4	-7	-8	-7
O=C(Nc1cccc2c1CCCC2)c1ccccc1Cl	2	-2	-17	0	10	-23	4	1	5	5	-15
CN(C)CCN(C)Cc1c2ccccc2c(CN(C)CCN(C)C)c2ccccc12	-7	1	-41	-3	10	-10	-17	-5	-39	-12	-13
c1ccc2c(SCc3cn4ccccc4n3)nncc2c1	15	-11	-1	-61	-30	-20	-17	-30	-20	-45	-5
O=C(c1ccc(F)cc1)N1CCC(C(=O)N2CCN(c3ncccn3)CC2)CC1	15	24	4	-5	6	-10	4	5	8	1	-1
COc1ccc(-c2ccc(C#N)c(OC(=O)c3c(Cl)cccc3Cl)n2)cc1	18	-13	1	-21	-1	19	16	6	1	17	9
CCN(CC)C(=O)Cn1cc(C(=O)C(=O)N2CCCc3ccccc32)c2ccccc21	-4	-1	-8	7	7	12	8	17	9	3	10
COc1ccc(OC)c(-c2cc(C(=O)Nc3cc(C)n(Cc4ccc(Cl)cc4)n3)no2)c1	2	-46	7	7	-5	-7	9	1	20	18	47
CN1CCCN(Cc2ccccc2C(F)(F)F)CC1	4	7	4	-1	-21	4	-7	-13	6	14	5
O=C(COc1ncnc2ccccc12)Nc1cccc([N+](=O)[O-])c1	3	-2	17	1	-15	-10	-6	12	19	8	6
CCOc1ccccc1C(=O)N1CCN(c2cccc(Cl)c2)CC1	41	-30	4	10	-12	-67	-4	0	23	1	-28
O=C(NCc1ccccc1Cl)NCc1ccccc1Cl	6	-4	15	-12	-7	15	-7	-35	-15	-44	7
CCOc1ccc(OCCNC2CCCC2)cc1	4	6	0	10	2	-15	-6	12	16	1	-8
CCN(CC)CCOC(c1ccccc1)c1ccc(C)cc1 (stereo unspecified)	-1	3	0	-6	11	5	-11	15	-5	-3	-5
CCOC(=O)CSc1nc2c(sc3ccccc32)c(=O)n1CCCN1CCOCC1	-2	-11	11	5	6	-16	-2	2	5	9	-7
Cc1ccc2c(c1)C1CN(C)CCC1N2Sc1ccccc1[N+](=O)[O-] (stereo unspecified)	16	-9	-18	-19	-8	-1	0	18	14	4	11
COc1ccccc1CN1CCNC(=O)C1CC(=O)O (stereo unspecified)	-6	4	-8	5	-2	6	-4	0	-1	0	10
Cc1ccc(NC(=O)C(=O)NCCc2c[nH]c3ccccc23)c(C)c1	11	-6	-1	17	0	-4	-5	13	-19	x	-2
COc1ccc(N2CCN(C(=O)C3CCCN(S(=O)(=O)c4ccc(F)cc4)C3)CC2)cc1 (stereo unspecified)	19	1	-10	-11	-18	25	6	8	15	24	4
COc1ccc(/C=C/c2onc(C)c2S(=O)(=O)N2CCC(C(=O)N3CCC(C)CC3)CC2)cc1	7	-8	15	-8	-2	21	9	17	2	9	18
Cc1ccccc1CCN(C(=O)Cn1nnc2ccccc21)C(C(=O)NC(C)(C)C)c1ccsc1 (stereo unspecified)	7	6	21	-24	7	4	10	9	-9	17	20
COC(=O)c1ccc(OC(=O)c2ccc(OC)c(OC)c2)c(OC)c1	19	-16	-9	-6	-13	2	6	12	-1	8	-9
COc1ccccc1NC(=S)N1CCC(NC(=O)c2ccco2)CC1	14	-5	-11	-3	-6	-8	1	12	0	3	3
COc1ccccc1/C=C/C(=O)NCC(=O)n1nc(C)cc1C	-2	2	7	5	-14	19	0	19	-5	1	16

Some of these compounds in order of number of heavy atoms, lowest first:
SMILES	CF NFkB inh	KKLEB tox	C8 TRAIL sens	NR5A2 inv ag	NCOA1 inh	NR2F2 inh	LMP1 NFkB inh	SRC3 inh	TROY signal inh	Shn3 inh set2	TWEAK-Fn14 inh
CCOc1ccc(OCCNC2CCCC2)cc1	4	6	0	10	2	-15	-6	12	16	1	-8
CN1CCCN(Cc2ccccc2C(F)(F)F)CC1	4	7	4	-1	-21	4	-7	-13	6	14	5
COc1ccccc1CN1CCNC(=O)C1CC(=O)O (stereo unspecified)	-6	4	-8	5	-2	6	-4	0	-1	0	10
c1ccc2c(SCc3cn4ccccc4n3)nncc2c1	15	-11	-1	-61	-30	-20	-17	-30	-20	-45	-5
CCN(CC)CCOC(c1ccccc1)c1ccc(C)cc1 (stereo unspecified)	-1	3	0	-6	11	5	-11	15	-5	-3	-5
COc1ccccc1/C=C/C(=O)NCC(=O)n1nc(C)cc1C	-2	2	7	5	-14	19	0	19	-5	1	16
CCOc1ccccc1C(=O)N1CCN(c2cccc(Cl)c2)CC1	41	-30	4	10	-12	-67	-4	0	23	1	-28
Cc1ccc(NC(=O)C(=O)NCCc2c[nH]c3ccccc23)c(C)c1	11	-6	-1	17	0	-4	-5	13	-19	x	-2
COc1ccc(-c2ccc(C#N)c(OC(=O)c3c(Cl)cccc3Cl)n2)cc1	18	-13	1	-21	-1	19	16	6	1	17	9
O=C(c1ccc(F)cc1)N1CCC(C(=O)N2CCN(c3ncccn3)CC2)CC1	15	24	4	-5	6	-10	4	5	8	1	-1
CCOC(=O)CSc1nc2c(sc3ccccc32)c(=O)n1CCCN1CCOCC1	-2	-11	11	5	6	-16	-2	2	5	9	-7
CCN(CC)C(=O)Cn1cc(C(=O)C(=O)N2CCCc3ccccc32)c2ccccc21	-4	-1	-8	7	7	12	8	17	9	3	10
COc1ccc(N2CCN(C(=O)C3CCCN(S(=O)(=O)c4ccc(F)cc4)C3)CC2)cc1 (stereo unspecified)	19	1	-10	-11	-18	25	6	8	15	24	4
COc1ccc(/C=C/c2onc(C)c2S(=O)(=O)N2CCC(C(=O)N3CCC(C)CC3)CC2)cc1	7	-8	15	-8	-2	21	9	17	2	9	18
Cc1ccccc1CCN(C(=O)Cn1nnc2ccccc21)C(C(=O)NC(C)(C)C)c1ccsc1 (stereo unspecified)	7	6	21	-24	7	4	10	9	-9	17	20
Cc1c(NC(=O)C(C)OC(=O)c2c3c(nc4ccccc24)CCC(C)C3)c(=O)n(-c2ccccc2)n1C (stereo unspecified)	6	-1	9	0	9	-6	1	7	11	8	31

Next section
SMILES	CF NFkB inh	KKLEB tox	C8 TRAIL sens	NR5A2 inv ag	NCOA1 inh	NR2F2 inh	LMP1 NFkB inh	SRC3 inh	TROY signal inh	Shn3 inh set2	TWEAK-Fn14 inh
COc1cc(OC)cc(C(=O)N[C@H](C(=O)OCC(=O)Nc2ccc(C(C)C)cc2)C(C)C)c1	10	0	1	10	12	8	-1	3	3	-3	1
CCc1sc(C(=O)NCc2ccco2)cc1Br	2	-8	-2	7	-3	15	0	-2	-38	80	8
O=[N+]([O-])c1cccnc1-n1cnc2ccccc21	6	-4	-10	-11	8	-4	2	8	-2	-2	8
Cc1nn(-c2ccccc2)c2c1C(=O)N(c1ccccc1)C(=O)C(C)(C)C2	-19	8	3	-7	-2	8	-7	7	-35	9	-1
COc1ccc(CN(CCN2CCOCC2)C(=O)c2c(F)cccc2F)cc1OC	17	-10	-5	0	4	17	7	-2	15	6	-18
CC(=O)Nc1ccc(-c2csc(NC(=O)C3CC(=O)N(c4ccc5c(c4)OCCO5)C3)n2)cc1 (stereo unspecified)	-3	-13	-26	-26	-10	5	3	0	39	24	14
CN(C)C=Nc1ccc2nn(-c3ccccc3)nc2c1	-14	9	35	-134	-86	-44	-40	-82	-72	-111	5
Fc1ccc(CN2CCN3CCCC3C2C2CCCCC2)cc1F (stereo unspecified)	-18	-5	4	-10	-1	12	-2	-10	-15	11	-20
COC(=O)CCC(=O)N1CCCC(C(=O)c2ccc(Cl)cc2C)C1 (stereo unspecified)	13	-9	0	-10	8	-1	2	-2	-3	-6	4
O=C(c1cccc(N2C(=O)C3CC=CCC3C2=O)c1)N1CCN(c2ccccc2)CC1 (stereo unspecified)	10	-8	6	8	-24	0	-3	-1	2	12	14
CN(CC(=O)Nc1ccc(N2CCOCC2)cc1)C(=O)c1cn(-c2ccccc2)nc1-c1ccccc1	-22	10	-13	5	-8	-11	-3	3	9	8	-21
COc1ccc(/C=N/n2c(SC)nnc(C(C)(C)C)c2=O)c(OC)c1	5	8	-5	1	0	-2	2	-4	5	2	18
Cc1ccc(NC(=O)C(=O)NCCN2CCN(S(=O)(=O)c3ccccc3)CC2)cc1C	-8	4	-3	-13	3	-22	-5	9	-6	30	4
Cc1ccc(NC(=O)CN2C(=O)COc3ccc(S(=O)(=O)N4CCOCC4)cc32)cc1F	-15	15	-9	-3	-8	3	-4	2	-1	6	-7
CCOc1ccc(NC(=O)CN(C)C(=O)Cc2c(C)nc3ccccc3c2C)cc1OCC	26	-5	-19	16	-9	30	0	15	12	11	-8
COC(=O)C(C)n1cnc2c(nnn2-c2ccc(OC)cc2)c1=O (stereo unspecified)	-6	0	15	8	-3	-14	-7	-8	-8	8	-15
C=CCn1cc(C(=O)OCC)c(=O)c2cc(F)c(F)cc21	-6	6	-10	10	-17	-9	x	7	4	23	-2
COc1ccc(C(C)=O)c(OC(=O)c2ccc(OC)c(OC)c2)c1	26	-16	1	-16	3	-6	4	-6	-11	-11	8
O=C(NCc1nnc(SCC(=O)N2CCOCC2)o1)c1ccccc1	17	-7	14	3	0	4	-1	10	-16	-9	2
COc1cc(NC(=O)CCCn2c(=O)oc3ccccc32)cc(OC)c1	-3	4	-13	-4	2	-2	0	-11	-5	11	17
COc1ccccc1CCNC(=O)Nc1cccc([N+](=O)[O-])c1	-7	-6	-6	-47	13	5	3	11	-19	2	-20
COc1ccc(NC(=O)N(C)C[C@H]2Oc3c(NC(=O)NC(C)C)cccc3C(=O)N([C@H](C)CO)C[C@@H]2C)cc1	-7	-5	-2	5	-13	-14	0	11	-15	-11	-4
Cc1ccc(S(=O)(=O)CCC(=O)N(CCN2CCOCC2)c2nc3ccccc3s2)cc1	8	-9	15	-77	-56	-23	-13	-43	-31	-57	0
CC1CCCC/C1=N\NC(=S)Nc1cccnc1 (stereo unspecified)	15	-18	-5	5	-4	5	7	-22	-7	-10	-9
Cn1cnc([N+](=O)[O-])c1Oc1cccc2ccccc12	32	2	20	-6	-14	-1	-9	22	26	-13	50*
CCc1nc(SCC(=O)NNC(=O)C2CCCCC2)c2ccccc2n1	6	-7	13	3	6	10	5	18	5	-6	10
COc1ccccc1/C=C/c1nc(S(=O)(=O)c2ccccc2)c(N(C)C)o1	-8	-6	-10	-18	-3	2	1	3	1	17	-1
COCCCN1C(=O)c2[nH]nc(-c3ccccc3O)c2C1c1cccc(Cl)c1 (stereo unspecified)	6	0	8	16	-6	22	13	-1	11	-2	28
